# Screens as filed in PubChem.
# MITF inh = human MITF inhibition, primary screen; O75030; AlphaScreen MITF homodimerization, bead proximity signal; inhibition, % at 2.6 µM; actives 0.91% (n = 650,000); AID 1259374; in the data active = inhibition above about 50%;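 also: 0% = vehicle wells with protein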
# Target sequence (O75030 whole entry, looked up): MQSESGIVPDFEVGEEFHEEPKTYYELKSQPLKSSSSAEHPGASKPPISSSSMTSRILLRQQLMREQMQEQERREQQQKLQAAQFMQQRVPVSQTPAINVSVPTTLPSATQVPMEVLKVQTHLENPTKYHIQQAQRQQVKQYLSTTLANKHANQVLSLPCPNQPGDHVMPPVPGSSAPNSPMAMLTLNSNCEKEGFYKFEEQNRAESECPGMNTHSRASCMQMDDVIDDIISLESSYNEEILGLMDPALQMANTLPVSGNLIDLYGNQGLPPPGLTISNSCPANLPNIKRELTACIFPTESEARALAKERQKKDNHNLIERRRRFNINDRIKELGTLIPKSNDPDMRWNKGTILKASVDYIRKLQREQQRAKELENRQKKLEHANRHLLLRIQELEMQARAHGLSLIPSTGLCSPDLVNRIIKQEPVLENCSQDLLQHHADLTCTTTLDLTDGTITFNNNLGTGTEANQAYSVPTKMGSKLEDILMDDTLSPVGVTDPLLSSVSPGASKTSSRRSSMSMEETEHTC
# GPR151 ag = activators of human GPR151 | Q8TDV0 | PathHunter beta-arrestin GPR151 cells, luminescence | activation, % at 11.2 µM | actives 1% (n = 650,000) | AID 1508602; in the data active = activation above about 4.9%;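 also: 0% = median of compound wells and 100% = cells with positive control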
# Target sequence (Q8TDV0 whole entry, looked up): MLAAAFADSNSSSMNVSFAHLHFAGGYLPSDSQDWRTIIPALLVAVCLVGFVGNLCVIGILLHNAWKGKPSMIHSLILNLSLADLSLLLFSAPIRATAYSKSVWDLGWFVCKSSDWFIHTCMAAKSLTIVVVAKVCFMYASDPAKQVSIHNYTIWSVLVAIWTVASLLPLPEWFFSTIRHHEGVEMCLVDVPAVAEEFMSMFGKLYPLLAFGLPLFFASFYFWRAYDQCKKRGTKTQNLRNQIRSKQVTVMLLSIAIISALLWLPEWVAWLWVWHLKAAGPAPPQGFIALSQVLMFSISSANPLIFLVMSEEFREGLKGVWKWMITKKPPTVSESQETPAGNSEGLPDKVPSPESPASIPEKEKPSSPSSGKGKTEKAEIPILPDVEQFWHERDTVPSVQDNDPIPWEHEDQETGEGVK
# TEAD-YAP block = TEAD-YAP interaction inhibition | AID 1259422 | HEK-TIYL cells, TEAD-Gal4/YAP UAS-luciferase luminescence | inhibition, % at 9.12 µM | actives 1.4% (n = 640,000); in the data active = inhibition above about 32%;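 also: 0% = median of test compound wells and 100% = reference inhibitor wells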
# FBW7 act = activators of human E3 ligase FBW7; actives 0.13% (n = 650,000); AlphaScreen FBW7–phospho-cyclin E peptide binding, activator screen; normalized activity (activation), % at 26.1 µM; in the data active = normalized activity above about 1.9%;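 also: purified mutant Fbw7 with reduced substrate affinity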
# * = called active by the depositor.
SMILES	MITF inh	GPR151 ag	TEAD-YAP block	FBW7 act
O=C(Cn1c(=O)oc2cc(S(=O)(=O)N3CCCCCC3)ccc21)Nc1ccccc1F	0	-1.3	12	-0.1
O=C(Cc1csc(Nc2ccc(Cl)cn2)n1)N1CCc2ccccc2C1	-8	1.0	1	-0.2
O=C(Nc1ccc(Cl)cn1)c1ccc(-c2ccc([N+](=O)[O-])cc2)o1	31	0.3	-4	0.1
COc1ccc(NS(=O)(=O)c2cc3[nH]c(=O)c(=O)[nH]c3cc2C)cc1	-7	-2.4	-9	0.0
CCOC(=O)/C(N=O)=C(\O)C1CCN(C(=O)OCC)CC1	14	0.3	-5	0.7
COc1ccccc1C1=NC(c2ccc(F)cc2)N=C1C (centres undefined)	4	0.2	-29	0.1
COc1ccccc1C(=O)Oc1cc(N)n(S(=O)(=O)c2ccccc2)n1	-8	-0.3	0	-0.1
CCC1CCc2c(sc(NC(=O)C3CCCC3)c2C(N)=O)C1 (centres undefined)	2	2.7	-20	-0.1
O=S(=O)(c1ccc2ccccc2c1)N1CCN(c2ccc(NCC3CCCO3)nn2)CC1 (centres undefined)	-5	-0.3	3	-0.2
CCN1C(=O)c2cccc3c(NC(=O)c4ccc(S(=O)(=O)N(C)C)cc4)ccc1c23	16	0.6	11	0.4
CC(C)(C)c1ccc(C(=O)Nc2ccc(Cl)c(C(N)=O)c2)cc1	-6	-0.7	-14	0.1
Cc1ccc([N+](=O)[O-])cc1S(=O)(=O)Nc1ccc(N)cc1	9	-1.5	-1	-0.1

SMILES	MITF inh	GPR151 ag	TEAD-YAP block	FBW7 act
COc1ccc(N2CCN(CCCNC(=O)c3ccc(N4CCCC4=O)cc3)CC2)cc1	18	0.0	6	-0.1
CCOc1ccc(C2Nc3ccccc3-c3nnc(SCC)nc3O2)cc1 (centres undefined)	-17	3.3	-2	-0.2
COCCN=C1NS(=O)(=O)c2cc([N+](=O)[O-])ccc21	2	0.6	4	-0.1
Cc1cccc(NS(=O)(=O)c2ccc(C)c(NS(=O)(=O)c3cccs3)c2)c1	5	-0.3	8	0.0
O=C(COc1cccc([N+](=O)[O-])c1)Nc1cccc(-c2nnc(-c3ccccc3)o2)c1	0	-0.6	-16	-0.1
O=C(Nc1ccc(-c2cn[nH]c2)cc1F)N(CCO)Cc1ccccc1	-14	1.4	-21	0.0
COCCCNC(=O)CSc1nc2ccccc2c(=O)n1CCCC(=O)NCCc1ccc(OC)c(OC)c1	10	1.1	-6	0.3
CCc1c(C)sc(NC(=O)COc2ccccc2)c1C(=O)N1CCOCC1	1	0.2	2	0.0
COc1cc(-c2cn(S(=O)(=O)c3ccc(F)cc3)nc2N)cc(OC)c1OC	14	0.0	4	0.1
CC(NC(=O)CC1(CC(=O)O)CCCC1)c1ccccc1 (centres undefined)	9	1.8	-2	0.2
CC1=N/C(=C\c2ccc(Br)cc2)C(=O)O1	-2	-1.0	0	0.0
Cc1ccc(-c2cc(C(F)(F)F)n3nc(C(=O)Nc4ccc(Cl)cc4Cl)cc3n2)cc1	-5	0.6	0	0.0

SMILES	MITF inh	GPR151 ag	TEAD-YAP block	FBW7 act
CC1CCN(c2nc(-c3ccccc3)nc3ccccc23)CC1	-5	-0.3	-7	0.3
CCOC(=O)CSc1c[n+]2c(n1C)CCC2	-12	-0.3	5	0.1
O=C(O)CSc1nc2ccccc2n1CCOc1ccccc1	-2	6.4*	5	-0.1
CCCCCCNC(=O)c1ccc(Nc2ccc(OCc3ccccc3)cc2)c(NC(C)=O)c1	15	0.8	1	0.2
O=C(Nc1ccccc1C(F)(F)F)c1ccc(SC2CCCCC2)c([N+](=O)[O-])c1	-12	-1.3	9	0.0
C=CCn1c(SCc2ccc3nonc3c2)nnc1-c1cccnc1	-8	-1.3	-8	0.1
CCOC(=O)c1sc2nc(C)n(CC(=O)NCCC3=CCCCC3)c(=O)c2c1C	-1	-0.5	10	0.3
Cc1nc2ccccc2n1CC(O)COc1ccc2ccccc2c1 (centres undefined)	11	0.6	15	-0.4
COc1ccc(CC2(CO)CCN(S(=O)(=O)c3ccccc3Cl)CC2)cc1	-8	-0.6	-8	0.4
Cc1cc(C)n(/N=C/c2ccc[nH]2)c(=O)c1C#N	-12	0.2	-6	0.1
CCCOc1ccc(/C(O)=C2/C(=O)C(=O)N(Cc3cccnc3)C2c2ccc(C)cc2)c(C)c1 (centres undefined)	2	-0.3	-3	0.0
CCOC(=O)c1[nH]c(C)c(C(=O)NCc2ccc(Cl)cc2)c1C	0	-1.0	-8	0.0

# Fetched by compound from the list above:
SMILES	MITF inh	GPR151 ag	TEAD-YAP block	FBW7 act
CCOC(=O)c1sc2nc(C)n(CC(=O)NCCC3=CCCCC3)c(=O)c2c1C	-1	-0.5	10	0.3
CCOC(=O)c1[nH]c(C)c(C(=O)NCc2ccc(Cl)cc2)c1C	0	-1.0	-8	0.0
Cc1nc2ccccc2n1CC(O)COc1ccc2ccccc2c1 (centres undefined)	11	0.6	15	-0.4
COc1ccc(CC2(CO)CCN(S(=O)(=O)c3ccccc3Cl)CC2)cc1	-8	-0.6	-8	0.4
CCCOc1ccc(/C(O)=C2/C(=O)C(=O)N(Cc3cccnc3)C2c2ccc(C)cc2)c(C)c1 (centres undefined)	2	-0.3	-3	0.0
O=C(Nc1ccccc1C(F)(F)F)c1ccc(SC2CCCCC2)c([N+](=O)[O-])c1	-12	-1.3	9	0.0
CCCCCCNC(=O)c1ccc(Nc2ccc(OCc3ccccc3)cc2)c(NC(C)=O)c1	15	0.8	1	0.2

# Other entries:
SMILES	MITF inh	GPR151 ag	TEAD-YAP block	FBW7 act
O=C(CC1Nc2ccccc2NC1=O)Nc1ccc(C(F)(F)F)cc1 (centres undefined)	11	0.1	5	1.1
O=C(Nc1ccc2c(c1)OCO2)C1CCN(c2ccc(Nc3ccc(N4CCOCC4)cc3)nn2)CC1	11	2.1	5	0.2
CCOc1cccc(C2CC(=O)Nc3c2cc(Br)c2ccccc32)c1 (centres undefined)	1	-0.5	0	0.0
C/C(=N\NC(=O)c1cccc(Br)c1)c1c(O)cc(C)oc1=O	-12	0.3	-19	0.0
Cc1ccc2c(c1)c1c3n2CCN(C(=O)CCl)C3CCC1 (centres undefined)	6	-0.1	22	-0.4
O=C(CC1Nc2cccc3cccc(c23)NC1=O)Nc1ccc(F)cc1 (centres undefined)	10	1.2	0	-0.3
COc1ccc(NC(=O)CC23CC4CC(CC(Br)(C4)C2)C3)c(OC)c1	2	0.1	-3	0.1
CC(=O)Oc1cc(OC(C)=O)c2c(=O)c(-c3ccc4c(c3)OCCCO4)c(C)oc2c1	18	-1.0	27	0.0
COc1ccccc1CC(=O)N1CC[C@@H]2[C@H](CCCN2C(=O)c2cc(C3CC3)[nH]n2)C1	-9	1.9	-3	0.1
Cc1ccnc(NC(=O)c2ccccc2[N+](=O)[O-])c1	24	0.6	-9	0.7
O=C(CC1C(=O)NCCN1Cc1ccc(F)cc1)NCCc1c[nH]c2ccccc12 (centres undefined)	-1	3.1	-9	0.6
COc1cccc(-c2nc3ccccc3n2-c2cc(C(C)(C)C)c(O)c(C(C)(C)C)c2)c1	7	-0.1	8	0.3

SMILES	MITF inh	GPR151 ag	TEAD-YAP block	FBW7 act
Cc1cc(C)c(NC(=S)N(CCN2CCCCCC2)Cc2cccs2)c(C)c1	15	0.4	1	0.0
CC(NC(=O)Cc1ccc(Br)cc1)c1ccc(S(N)(=O)=O)cc1 (centres undefined)	12	-0.6	2	0.1
O=C(Cn1cnc2c(cnn2-c2ccc(F)cc2)c1=O)NCCc1ccccc1	9	0.5	-4	1.4
O=C(NCCCN1CCCC1=O)c1csc(Nc2ccc(-n3ccnc3)cc2)n1	2	-1.1	-9	0.5
O=C(COc1ccccc1)Nc1ccc(S(=O)(=O)N2CCOCC2)cc1	-7	0.1	0	0.0
Cc1nc(N2CCN(c3ccccn3)CC2)c2c(C)c(C(=O)Nc3ccc([N+](=O)[O-])cc3C)sc2n1	5	-0.4	-22	0.4
O=C(Cc1ccc(F)cc1)N(c1ccccc1)C1C=CS(=O)(=O)C1 (centres undefined)	-1	2.5	-7	0.0
NC(=O)c1ccccc1NC(=O)CCC(=O)Nc1ccccc1C(N)=O	-7	-0.6	-6	-0.1
O=C1Cc2cc(S(=O)(=O)Nc3ccc(Cl)cc3)cc3c2N1CCC3	3	0.4	-2	0.0
CN1C(=O)c2cccc(NC(=O)c3cc(Cl)sc3Cl)c2C1=O	-1	0.4	2	0.3
N#Cc1ccc(OCC(=O)NN2CCOCC2)cc1	-15	-1.4	1	-0.2
O=C(NCCOc1ccccc1Cl)c1cc([N+](=O)[O-])cc([N+](=O)[O-])c1	12	-1.3	1	-0.2

mol | MITF inh | GPR151 ag | TEAD-YAP block | FBW7 act
Cn1cc(S(=O)(=O)Cc2ccc(F)cc2)c2ccccc21 | -5 | -1.8 | -7 | 0.0
O=C(NC(=S)Nc1ccc([N+](=O)[O-])cc1O)c1ccccc1 | 2 | -0.1 | -54 | -0.2
COc1ccc(C2CC(c3cccs3)=NN2C(=O)CSc2nnc(CNC(=O)c3ccccc3F)n2-c2cc(C)ccc2C)cc1 (centres undefined) | -5 | -1.2 | -11 | -0.1
CCCCN1CNC(=S)NC1 | 5 | -0.1 | -2 | -0.1
COc1ccc(N2CCN(C(=O)c3ccc(F)cc3)CC2)cc1 | 4 | -0.7 | 6 | 0.1
CC(C)N(C(=O)COc1ccccc1C(=O)Nc1ccccc1)C(C)C | 18 | -0.6 | -7 | -0.2
COc1ccc(C2CC(c3cccs3)=NN2C(=O)CSc2nnc(CNC(=O)Cc3ccccc3)n2-c2cc(C)ccc2C)cc1 (centres undefined) | 12 | -0.5 | 22 | 0.3
COc1ccc(S(=O)(=O)N(CCc2ccccc2)CC(=O)Nc2ccc(C)cc2C)cc1OC | -10 | -1.5 | 5 | 0.2
O=C(c1cccs1)N1CCC(O)(c2ccccn2)CC1 | 1 | -0.2 | -11 | -0.1
Cc1ccc(CN(C(=O)COc2ccc(Br)cc2)C2CCS(=O)(=O)C2)o1 (centres undefined) | 5 | 1.8 | -1 | -0.1
CC(=O)NCCOc1ccc2c(c1)CCCC2 | -11 | 0.1 | -27 | -0.1
Cc1ccc(S(=O)(=O)N2CCN(c3nc(-c4ccc(C)o4)cs3)CC2)cc1 | -1 | 0.4 | 4 | -0.1
O=C(Nc1ccc2oc(-c3ccccc3F)nc2c1)c1cccc2c(Br)cccc12 | 2 | 0.2 | -8 | -0.1
O=C(Cc1cn(-c2ccc(Nc3ccc(N4CCOCC4)cc3)nn2)c2ccccc12)Nc1ccc2c(c1)OCO2 | 16 | 0.8 | -9 | 0.6
CCOC(=O)c1sc(NC(=O)CSc2nnc(CNC(=O)c3ccco3)n2-c2cccc(C)c2C)c(C(=O)OCC)c1C | -5 | -1.7 | 2 | 0.0
COc1ccc(S(=O)(=O)NCCOC23CC4CC(CC(C4)C2)C3)cc1C | 1 | 5.3* | -12 | 0.2
CC1(C)C/C(=N\N)c2cc(=O)[nH]nc2C1 | 1 | 2.0 | -3 | 0.0
O=C(Nc1ccc2oc(-c3cccnc3)nc2c1)c1ccc(-c2ccccc2OC(F)(F)F)o1 | -11 | 0.6 | 17 | 0.0
O=C(COc1ccc(F)cc1F)Nc1ccc(Br)cn1 | -12 | -1.0 | -39 | 0.0
COc1ccc(CCNC(=O)C(C)NS(=O)(=O)c2ccc(Br)cc2)cc1 (centres undefined) | 4 | 0.5 | 11 | -0.1

mol | MITF inh | GPR151 ag | TEAD-YAP block | FBW7 act
C=CCn1c(=S)[nH]c2scc(-c3ccc(C)o3)c2c1=O | 2 | -2.0 | -15 | 0.1
Cc1cccc(C)c1N1C(=O)C2Cc3ccccc3CN2C1=S (centres undefined) | 3 | 2.2 | 1 | -0.2
C=CCOn1c(C)c(C(C)=O)c2c3nonc3ccc21 | 10 | 1.8 | 7 | -0.1
CCOC(=O)c1ccc(NC(=O)Cn2cnc3c(cnn3-c3ccc(C)c(C)c3)c2=O)cc1 | -5 | 0.3 | 18 | 0.6
Nc1c(C(=O)NCc2ccccc2)sc2nc3c(c(-c4ccco4)c12)CCC3 | -17 | -0.7 | -13 | 0.2
Cc1ccc2nc(NCCc3ccccc3)c3nncn3c2c1 | 15 | 2.2 | 1 | 0.0
CCCCn1cnc2c(oc3ccccc32)c1=O | 18 | -1.2 | -43 | 0.1
CC(=O)N1N=C(c2ccc(C)cc2)CC1c1ccccc1F (centres undefined) | 1 | -0.7 | -6 | -0.2
CCOc1ccccc1C1C(C#N)=C(C)NC2=C1C(=O)CC(c1ccc(Cl)cc1)C2 (centres undefined) | 6 | 0.2 | 14 | 0.0
c1ccc(CN2CCC(Nc3cc(NCc4cccnc4)ncn3)CC2)cc1 | -10 | 1.9 | 0 | -0.1
COc1ccc(C(=O)NC2=C(C(=O)c3ccccc3)N(C)S(=O)(=O)c3ccccc32)cc1 | -5 | 0.5 | 4 | 0.2
Cc1nc(NCc2ccsc2)sc1-c1ccn(CCN2CCOCC2)n1 | -1 | -0.3 | 11 | -0.1
CN(Cc1cccc(F)c1)S(=O)(=O)/C=C/c1ccccc1 | 4 | 0.6 | 5 | 0.1
C=C(C)CN(CC)CCC(=O)Nc1ccc(Br)c(C)c1 | 0 | -0.4 | -1 | 0.0
CCOc1cc(-c2ccc(O)c(OC)c2)cc(=O)c2c(C)oc(C)c12 | 1 | -0.1 | 0 | 0.0
CC1=NN(c2ccc(Br)cc2)C(=O)/C1=C\c1ccc(-c2ccc(S(N)(=O)=O)cc2)o1 | -2 | 0.2 | 0 | 0.1
CCOC(=O)C1CCN(C(=O)c2ccc(CNS(=O)(=O)c3ccc(C)cc3)cc2)CC1 | 14 | -0.2 | 9 | 0.5
